Screens deposited in PubChem by National Center for Advancing Translational Sciences (NCATS).
RECQ1 helicase: qHTS Assay for Inhibitors of RecQ-Like Dna Helicase 1 (RECQ1) | ATP-dependent DNA helicase Q1 (Homo sapiens), P46063 | RECQ1 DNA unwinding, red fluorescence kinetic read | Potency, µM (top dose mostly 57.3 µM), without a hit: top-dose activity, negative = inhibition, hits mostly inhibitors | 0.54% of 240,000 active;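 also: plate controls were vehicle for no effect and no enzyme for full effect; nearly all actives have a fitted effect of over 30% in size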
Target sequence (P46063 whole entry, looked up): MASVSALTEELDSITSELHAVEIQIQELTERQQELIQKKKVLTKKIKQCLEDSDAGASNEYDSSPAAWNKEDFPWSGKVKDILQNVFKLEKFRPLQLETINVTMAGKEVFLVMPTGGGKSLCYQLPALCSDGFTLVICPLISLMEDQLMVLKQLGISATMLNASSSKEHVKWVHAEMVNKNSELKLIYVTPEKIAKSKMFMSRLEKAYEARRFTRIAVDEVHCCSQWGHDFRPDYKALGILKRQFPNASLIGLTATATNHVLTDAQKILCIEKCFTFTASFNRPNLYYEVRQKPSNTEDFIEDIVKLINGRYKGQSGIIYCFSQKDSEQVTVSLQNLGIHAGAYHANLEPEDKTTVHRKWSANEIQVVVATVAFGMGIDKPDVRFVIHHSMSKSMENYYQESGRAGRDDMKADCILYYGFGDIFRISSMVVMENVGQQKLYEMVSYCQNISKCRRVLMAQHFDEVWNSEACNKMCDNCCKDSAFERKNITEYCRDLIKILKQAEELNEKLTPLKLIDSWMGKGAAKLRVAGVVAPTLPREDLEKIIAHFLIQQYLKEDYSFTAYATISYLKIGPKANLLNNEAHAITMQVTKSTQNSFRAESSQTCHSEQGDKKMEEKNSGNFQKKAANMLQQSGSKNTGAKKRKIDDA
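50 nM RECQ1T1 preincubated 15 min with compound in Tris pH 8.0 buffer with MgCl2, DTT, Tween-20 and 2.5 ug/ml poly(dI-dC); started with 200 nM TAMRA/BHQ-2 forked duplex and 2 mM ATP. Unwinding read as fluorescence (525/598 nm), two reads 2 h apart.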
GoLoco inh red: qHTS Assay for Inhibitors of RGS12 GoLoco Motif Activity (Red Fluorophore); Guanine nucleotide-binding protein G(i) subunit alpha-1 (Homo sapiens), P63096; Gai1:RGS12 GoLoco peptide FP, rhodamine, 10 min; Potency, µM (highest dose often 61.6 µM), for the others: top-dose activity, negative = inhibition, most hits filed as inhibitors; 0.44% of 230,000 active; active = well fitted inhibition curve with a large enough effect, not every such curve was filed as active; inactive = no such curve, though single readings can be large or run the other way; also: nearly all actives have a fitted effect of over 30% in size; many of its hits are not listed in these tables
Target sequence (P63096 whole entry, looked up): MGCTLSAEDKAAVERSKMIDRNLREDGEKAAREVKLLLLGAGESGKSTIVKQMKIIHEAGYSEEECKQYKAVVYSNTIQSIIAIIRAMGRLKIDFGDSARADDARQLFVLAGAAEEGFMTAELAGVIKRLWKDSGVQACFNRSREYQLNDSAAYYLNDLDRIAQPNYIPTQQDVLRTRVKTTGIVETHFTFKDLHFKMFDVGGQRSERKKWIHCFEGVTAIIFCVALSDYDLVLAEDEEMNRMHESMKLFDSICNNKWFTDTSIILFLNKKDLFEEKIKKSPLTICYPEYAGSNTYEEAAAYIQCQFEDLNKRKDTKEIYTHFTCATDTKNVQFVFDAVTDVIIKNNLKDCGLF
GAA inhib: qHTS Assay for Inhibitors of Human alpha-Glucosidase as a Potential Chaperone Treatment of Pompe Disease; Lysosomal alpha-glucosidase (Homo sapiens), P10253; purified human GAA, 4-MU-alpha-glucoside fluorescence; Potency, µM (doses to about 76.9 µM), for the others: top-dose activity change, negative = inhibition, actives largely listed as inhibitors; 0.005% of 200,000 active; AID 1466, 2008;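 also: plate controls were uninhibited enzyme wells for no effect and no-enzyme background for full effect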
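Human alpha-glucosidase, 4 nM, pre-mixed with test compounds before 400 uM 4-methylumbelliferyl substrate; 20 min room temperature at pH 5.0. Fluorescence read after pH 10 stop; AC50 values from Hill-equation fits.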
TRb SRC2 PPI: qHTS for Inhibitors of the Interaction of Thyroid Hormone Receptor and Steroid Receptor Coregulator 2; Thyroid hormone receptor beta (Homo sapiens), P10828; TRbeta-SRC2 peptide binding, fluorescence polarization; receptor liganded with 1 µM T3; Potency, µM (highest dose often 106 µM), inactives show top-dose activity change, negative = inhibition, actives largely listed as inhibitors; 0.065% of 280,000 active; AID 1469, 2008;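 also: plate controls were bound peptide for no effect and peptide without receptor for full effect; nearly all actives have a fitted effect of over 50% in size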
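Human TRb ligand-binding domain (0.6 uM) is mixed with 20 nM Texas Red SRC2 peptide and 1 uM T3; after compound addition and 5 hr at ambient temperature, polarization is measured and normalized to unbound and bound controls.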
GAA glycogen mod: qHTS Assay for Inhibitors and Activators of Human alpha-Glucosidase Cleavage of Glycogen. recombinant GAA, glycogen substrate, Amplex Red glucose oxidase fluorescence. Potency, µM (titrated, usually from 76.4 µM), without a hit: at the top dose activity change, negative = inhibition, usual class: inhibitors. Lysosomal alpha-glucosidase (Homo sapiens), P10253. AID 2100, 2009. 0.38% of 300,000 active;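 also: 0% = full enzyme reaction and -100% = no-enzyme basal signal; the screen sought inhibitors and activators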
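Recombinant human alpha-glucosidase (4 nM final) hydrolysed bovine liver glycogen (30 ug) for 40 min at 37 C in pH 5.0 citrate/phosphate with 0.01% Tween-20. Released glucose detected by glucose oxidase/Amplex Red, Ex 573/Em 610 nm. Compounds up to 77 uM; AC50 from Hill fits.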
L3MBTL1 block: qHTS Assay for the Inhibitors of L3MBTL1; AlphaScreen L3MBTL1–H3K9me1 peptide binding; Potency, µM (doses to about 57.1 µM), for inactives: at the highest dose activity, negative = inhibition, usual class: inhibitors; 0.66% of 230,000 active; AID 485360, 2010; also: nearly all actives have a fitted effect of over 60% in size
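L3MBTL1 50 nM + b-AHA-H3(1-15)K9me1 75 nM, 30 min RT; compound added, 30 min RT; streptavidin donor/Ni-chelate acceptor beads 10 ug/mL each final, 30 min RT dark; AlphaScreen read.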
aGlu spleen mod: qHTS Assay for Inhibitors and Activators of Human alpha-Glucosidase From Spleen Homogenate; human spleen homogenate, 4-MU-alpha-glucoside fluorescence; Potency, µM (doses to about 79.9 µM), for the others: at the top dose activity change, negative = inhibition, most hits filed as inhibitors; 0.006% of 240,000 active;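 also: 0% = enzyme with vehicle and -100% = no enzyme basal signal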
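Compounds were titrated against alpha-glucosidase in spleen homogenate at pH 5.0, with 1 mM 4-methylumbelliferyl substrate for 40 min at 37 C. Reactions were quenched with pH 10 NaOH/glycine and fluorescence measured.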
TR SRC2 fluor cs: Total Fluorescence Counterscreen for Inhibitors of the Interaction of Thyroid Hormone Receptor and Steroid Receptor Coregulator 2 | TRb/SRC2 Texas Red total fluorescence interference | Potency, µM (highest dose often 106 µM), without a hit: top-dose fluorescence change, negative = quenching | 0.29% of 280,000 active; active = well fitted curve in either direction with a large enough effect; inconclusive = small, poorly fitted or top-dose-only effect
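Human TRb ligand-binding domain at 0.6 uM with 20 nM Texas Red SRC2 peptide in Tris buffer containing 1 uM T3 and 5% DMSO, incubated with compound 5 h at ambient temperature. Total fluorescence (555/632 nm) calculated as parallel + 2 × perpendicular.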
* marks the source's active call; other numbers are inactive results; i = inactive; ? = inconclusive; nt = no result given; [ ] = remark or other dose. Unless noted, calls follow the shape of the dose curve; as a rule, active = well fitted curve in the direction sought with a large enough effect; inconclusive = small, poorly fitted or top-dose-only effect, or another doubt; inactive = no such curve, though single readings can be large; an effect the other way counts as inactive or inconclusive. Unless noted, % is scaled to controls: 0 for no effect and ±100 for the full control effect; potency is read from the fitted curve at half-maximal effect. Not all compounds are listed; rates above refer to the full screens.

SMILES	RECQ1 helicase	GoLoco inh red	GAA inhib	TRb SRC2 PPI	GAA glycogen mod	L3MBTL1 block	aGlu spleen mod	TR SRC2 fluor cs
O=C(O)c1ccc(NCc2nc3ccccc3n2Cc2ccccc2)cc1	-5.4%	-0.2%	nt	0.0%	5.5%	1.3%	5.6%	-1.1%
O=C(C[n+]1cc(-c2ccccc2)n2c1CCCCC2)c1ccc(Cl)cc1	-1.1%	8.9%	-1.4%	4.2%	-0.5%	12.2%	2.6%	3.1%
O=C(NCc1ccco1)C1CC2CCC1C2 (stereo not drawn)	-15.3%	5.3%	-22.2%	0.9%	4.6%	nt	-0.8%	-4.0%
Nc1c(C2=NCCO2)nnn1Cc1ccccc1	-9.7%	1.1%	-3.9%	-8.2%	-0.7%	nt	1.1%	-2.8%
COc1ccc(-c2noc(-c3cccnc3)n2)cc1OC	i	15.5%	-5.2%	2.1%	9.9%	-1.6%[11.4 µM]	-4.3%	-4.9%
CCOc1ccc(S(=O)(=O)N2CCN(C(=O)c3sccc3C)CC2)cc1	-4.6%	65.7%	-9.0%	-6.4%	1.6%	nt	-9.3%	1.7%
COc1ccccc1N1CCN(C(c2ccc(F)cc2)c2nnnn2C(C)C)CC1 (stereo not drawn)	i	nt	-8.0%	0.8%	-19.0%	-3.1%	8.0%	3.2%
Nc1n[nH]c(C(F)(F)F)c1-c1ccccc1	i	0.7%	-4.3%	-8.7%	-11.4%	33.6%[activator]	-1.1%	-8.7%
CCNC(=O)NCc1c(C)c(C)n(Cc2ccccc2)c1-n1cccc1	0.7%	21.4%	-4.8%	4.1%	-4.1%	-18.6%	nt	-0.1%
C[C@@H]1CC=C[C@H]2[C@H]1C(=O)N(Cc1ccccc1)[C@H]2c1ccc(C(F)(F)F)cc1	i	3.6%	nt	-3.7%	-12.9%	nt	-1.0%	-1.2%
O=C(Nc1nsc(-c2ccccc2)n1)c1cccs1	-7.3%	19.3%	-2.3%	11.2%	1.5%	20.2%	8.1%	-2.2%
CC1=NN(c2ccc(C)cc2C)C(=O)C1C(c1ccccc1)C1C(=O)N(c2ccc(C)cc2C)N=C1C (stereo not drawn)	-0.4%	5.1%	-1.6%	-28.4%	-23.1%	-12.2%	1.7%	-0.6%
CN(C)C(=O)Cn1c(SCC(=O)NCc2ccc3c(c2)OCO3)nc2ccccc21	-0.1%	-5.0%	?	-8.8%	1.8%	-10.9%	-7.0%	-2.6%
O=C(CN1CCN(c2ccccn2)CC1)NC1CCCC1	i	2.8%	0.1%	4.2%	-1.5%	-2.4%	8.3%	-2.6%
COC(=O)c1ccc(C(=O)OC)c(NC(=S)N2CCN(c3ccccc3)CC2)c1	-6.3%	8.9%	0.7%	-8.9%	-9.0%	-12.7%	-12.8%	-2.3%
CCCCN1C(=O)C(CC(=O)NCC)SC1=Nc1ccccc1 (stereo not drawn)	i	6.3%	-0.8%	-0.6%	-15.9%	-1.1%	-1.6%	2.7%
Cc1ccc(NC(=O)CSCC(=O)O)cc1	-0.1%	-2.2%	6.0%	-2.0%	13.5%	6.2%	-12.0%	-1.9%
Cc1ccccc1-c1nc(CS(=O)(=O)CC(=O)NCc2ccc3c(c2)OCO3)c(C)o1	2.9%	-0.2%	1.6%	12.2%	-6.5%	1.4%	-5.0%	-2.1%
CCc1ccc(OCC(=O)N/N=C/c2cc([N+](=O)[O-])ccc2N2CCCCCC2)cc1	-3.9%	-10.9%	-1.3%	3.9%	9.9%	-5.3%	-9.1%	?
Cc1ccc2[nH]c3c(c2c1)CCNC3=O	-2.8%	11.0%	3.5%	-0.9%	-5.1%	4.1%	-1.9%	-1.9%
O=C1CC(N(C(=O)c2ccco2)c2cccc(Cl)c2)C(=O)N1c1cccc(Cl)c1 (stereo not drawn)	i	-5.8%	2.5%	-0.5%	-17.0%	nt	-1.4%	0.3%
CCCNNC(=O)C(O)(c1cccc(C)c1)c1cccc(C)c1	i	3.3%	5.3%	5.4%	-4.7%	3.5%	16.6%	-2.1%
CC(=O)Oc1ccc(NC(=O)Cc2ccccc2)cc1	-9.2%	9.3%	?	2.6%	1.6%	-5.1%	-5.8%	-2.0%
CC1(C)CC(NC(=S)NC2CC2)CC(C)(C)N1	?	-0.1%	nt	3.5%	17.0%	-1.3%	4.4%	-7.7%
COc1ccc2c(CC(=O)Nc3ccc(OC)nc3)coc2c1	-18.5%	0.4%	1.0%	-1.7%	3.4%	-4.8%	10.9%	-2.5%
CSCCC(NS(=O)(=O)c1ccc(Cl)cc1)C(=O)O (stereo not drawn)	-0.3%	-3.8%	0.6%	-6.4%	0.0%	30.3%[activator]	-4.3%	-1.1%
CCc1ccccc1OCc1nc2ccc(S(=O)(=O)N3CCOCC3)cc2[nH]1	i	2.0%	-14.3%	-10.3%	-5.7%	nt	-6.1%	-3.7%
O=C(CSc1nnc2scc(-c3ccccc3)n12)Nc1nsc(-c2ccccc2)n1	5.1%	42.4%[activator]	3.3%	-1.1%	3.5%	2.2%	-5.5%	-2.2%
Cc1cc2sc3ccccc3c(=O)c2c(C)c1O	-3.8%	3.0%	-24.9%	2.7%	?	-11.8%	0.1%	-10.7%
CCN(CC(O)CON=C1c2ccccc2-c2ccccc21)S(=O)(=O)c1ccc(Cl)cc1 (stereo not drawn)	-6.6%	-0.1%	0.1%	0.9%	-16.5%	12.9%	-9.3%	-19.4%
O=C1CCC([N+](=O)[O-])C(c2cccc([N+](=O)[O-])c2)N1 (stereo not drawn)	-3.6%	0.5%	-2.6%	0.3%	2.1%	nt	7.0%	-2.0%
Cc1ncc(CO)c(/C=N/NC(=S)Nc2cccc(Cl)c2)c1O	5.8%	12.9%	6.5%	-6.7%	-11.8%	14.1µM*	3.3%	-3.8%
CCN1C(=O)CC(n2c(C)nc3ccccc32)C1=O (stereo not drawn)	-18.2%	7.4%	-6.8%	1.7%	7.8%	nt	1.5%	-2.5%
CCc1cc2c(=O)n(CC(C)C)cnc2s1	-0.8%	-4.4%	-7.4%	-1.2%	-0.9%	4.3%	4.3%	-0.6%
COc1ccc(C(C[N+](=O)[O-])c2c(-c3ccccc3)cc3ccccn23)cc1 (stereo not drawn)	4.0%	-10.4%	?	3.8%	-16.1%	?	5.6%	1.8%
Cc1nc2ccccn2c1C(=O)C(=O)Nc1cc(F)ccc1F	-9.0%	3.5%	-2.4%	2.4%	4.6%	9.0%	1.5%	-2.3%

Overlap with the part before: 3 entries, followed by the next part.
SMILES	RECQ1 helicase	GoLoco inh red	GAA inhib	TRb SRC2 PPI	GAA glycogen mod	L3MBTL1 block	aGlu spleen mod	TR SRC2 fluor cs
CCc1cc2c(=O)n(CC(C)C)cnc2s1	-0.8%	-4.4%	-7.4%	-1.2%	-0.9%	4.3%	4.3%	-0.6%
COc1ccc(C(C[N+](=O)[O-])c2c(-c3ccccc3)cc3ccccn23)cc1 (stereo not drawn)	4.0%	-10.4%	?	3.8%	-16.1%	?	5.6%	1.8%
Cc1nc2ccccn2c1C(=O)C(=O)Nc1cc(F)ccc1F	-9.0%	3.5%	-2.4%	2.4%	4.6%	9.0%	1.5%	-2.3%
Cc1ccc(-n2ncc3c(=O)n(Cc4ccccn4)cnc32)cc1C	-20.3%	14.1%	-0.5%	-9.0%	-8.4%	6.7%	-5.2%	0.9%
COc1cc(/C=C(\C#N)c2nnc(N3CCOCC3)n2-c2ccccc2)ccc1O	4.7%	nt	-2.5%	-0.7%	-13.9%	-10.0%	-1.9%	-0.9%
CCOC(=O)c1c(C)[nH]c(C(=O)COC(=O)/C=C/c2ccc(O)c(OC)c2)c1C	i	-4.3%	-3.3%	-5.4%	-0.5%	-8.1%	2.5%	-2.6%
CCN(CC)CCn1c(/N=C/c2cc(Br)ccc2O)nc2ccccc21	-1.2%	17.0%	-2.5%	-5.5%	-0.6%	4.5%	2.8%	1.4%
CCOc1ccccc1OCC(=O)Nc1ccc(N2CCCCC2)cc1	i	0.6%	-14.3%	-14.4%	-10.1%	-23.3%	-6.6%	-3.9%
O=C(Nc1ccncc1)c1ccc2ccccc2c1	i	7.2%	3.4%	-2.4%	-10.5%	4.8%	-2.5%	-1.5%
Cc1nn(S(=O)(=O)c2cccc([N+](=O)[O-])c2)c(C)c1Br	-0.8%	5.8%	7.9%	1.0%	3.6%	?	2.3%	-3.7%
CCOC(=O)CN(C(=O)CNC(=O)c1cccs1)C(C(=O)NC1CCCC1)c1ccncc1 (stereo not drawn)	i	14.2%	9.1%	-5.2%	-13.3%	0.7%	-0.6%	-0.8%
Cc1nnsc1C(=O)Nc1cc(Cl)ccc1Cl	-8.2%	6.1%	1.8%	-8.9%	2.1%	2.6%	-4.1%	-2.8%
CCOc1ccc(S(=O)(=O)/N=C(\N)c2ccccc2)cc1	-2.1%	-1.5%	nt	3.8%	-4.7%	6.8%	7.9%	1.4%
Cn1nnc(NC(=S)NC(=O)c2cc3ccccc3o2)n1	i	5.8%	nt	3.8%	-4.8%	nt	-9.6%	-4.8%

2 successive records out of the list so far, quoted:
SMILES	RECQ1 helicase	GoLoco inh red	GAA inhib	TRb SRC2 PPI	GAA glycogen mod	L3MBTL1 block	aGlu spleen mod	TR SRC2 fluor cs
Cc1ccc(-n2ncc3c(=O)n(Cc4ccccn4)cnc32)cc1C	-20.3%	14.1%	-0.5%	-9.0%	-8.4%	6.7%	-5.2%	0.9%
COc1cc(/C=C(\C#N)c2nnc(N3CCOCC3)n2-c2ccccc2)ccc1O	4.7%	nt	-2.5%	-0.7%	-13.9%	-10.0%	-1.9%	-0.9%
